APE1 inh – inhibitors of human APE1 endonuclease; 350,000 tested, 0.35% active; P27695; recombinant APE1, TAMRA/BHQ-2 abasic DNA cleavage fluorescence; Potency, µM (doses to about 65.8 µM), for inactives: at the highest dose activity change, negative = inhibition, usual class: inhibitors;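 also: plate controls were vehicle for no effect and reference inhibitor for full effect; nearly all actives have a fitted effect of over 55% in size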
Target sequence (P27695 whole entry, looked up): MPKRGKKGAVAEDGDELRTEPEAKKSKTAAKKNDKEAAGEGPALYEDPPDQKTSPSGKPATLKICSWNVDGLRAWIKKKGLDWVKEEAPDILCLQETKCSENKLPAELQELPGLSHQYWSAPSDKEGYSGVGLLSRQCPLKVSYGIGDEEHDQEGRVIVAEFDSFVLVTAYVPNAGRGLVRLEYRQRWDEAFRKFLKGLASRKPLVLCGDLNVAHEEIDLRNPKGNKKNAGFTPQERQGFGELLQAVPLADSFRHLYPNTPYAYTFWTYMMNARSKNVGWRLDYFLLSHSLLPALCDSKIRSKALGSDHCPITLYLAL
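0.75 nM APE1 + cpd, 15 min RT; start w/ 50 nM TAMRA/BHQ-2 THF-abasic dsDNA; kinetic fluor 525/598 nm ×3 reads @60 s; Δ(read3−read1); normalized to DMSO and NSC13755 control wells.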
BLM helicase inh – inhibitors of human Bloom syndrome helicase BLM; AID 2528; 350,000 tested, 0.2% active; recombinant BLM DNA unwinding, fluorescence dequenching; Potency, µM (series often up to 56.1 µM), for inactives: top-dose activity change, negative = inhibition, hits mostly inhibitors; P54132;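 also: plate controls were vehicle for no effect and no enzyme for full effect; nearly all actives have a fitted effect of over 35% in size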
Pol iota inh – DNA polymerase iota (human) inhibition. AID 588590. Q9UNA4. Pol iota fluorescent replication assay, 10 min. Potency, µM (doses to about 115 µM), without a hit: at the highest dose activity, negative = inhibition, hits mostly inhibitors. 390,000 tested, 1% active
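Fluorescent replication assay read twice, at 0 min and 10 min after adding 50 nM (final) substrate. Enzyme (10 nM) and compounds were first incubated 15 min at room temperature; enzyme-free buffer wells were negative controls.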
G9a inh – inhibitors of human histone lysine methyltransferase G9a | G9a H3K9 monomethylation, AlphaScreen, 2 h | Potency, µM (titrated, usually from 102 µM), for inactives: at the highest dose activity, negative = inhibition, hits mostly inhibitors | 350,000 tested, 8.8% active | AID 504332; also: % is scaled to controls: 0 for no effect and ±100 for the full control effect; nearly all actives have a fitted effect of over 75% in size
Target sequence (Q96KQ7 913-1193 limits assumed): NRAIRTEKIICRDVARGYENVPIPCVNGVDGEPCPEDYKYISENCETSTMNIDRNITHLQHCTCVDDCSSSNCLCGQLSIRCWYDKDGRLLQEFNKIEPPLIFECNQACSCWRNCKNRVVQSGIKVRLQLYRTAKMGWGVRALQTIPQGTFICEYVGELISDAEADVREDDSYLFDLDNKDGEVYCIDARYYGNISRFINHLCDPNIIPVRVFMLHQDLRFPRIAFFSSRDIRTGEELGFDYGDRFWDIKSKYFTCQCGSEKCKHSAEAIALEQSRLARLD
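AlphaScreen detection with an anti-monomethyl H3K9 antibody quantified product after a 2 h room-temperature reaction containing 500 nM biotinylated H3K9 peptide, 20 µM SAM and 20 nM enzyme, which had been preincubated 15 min with compound.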
Pol beta inh – DNA polymerase beta (human) inhibition; P06746; Pol beta primer extension/strand displacement, fluorescence kinetic; Potency, µM (doses to about 114 µM), inactives show top-dose activity change, negative = inhibition, usual class: inhibitors; 340,000 tested, 1.3% active; AID 485314; also: % is scaled to controls: 0 for no effect and ±100 for the full control effect
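Homogeneous kinetic assay of primer extension and strand displacement by 10 nM Pol beta, preincubated 15 min at room temperature with compound before 50 nM substrate (final) was added. Read at 0 and 10 min; four-parameter Hill fit.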
Pol kappa inh – DNA polymerase kappa (human) inhibition; Q9UBT6; 400,000 tested, 0.53% active; purified Pol kappa, fluorescent DNA synthesis assay, 10 min; Potency, µM (titrated, usually from 107 µM), without a hit: at the top dose activity, negative = inhibition, usual class: inhibitors; also: % is scaled to controls: 0 for no effect and ±100 for the full control effect
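10 nM Pol kappa preincubated 15 min at room temperature with compounds, then reaction started with substrate at 50 nM final. Fluorescence read kinetically at 0 and 10 min; buffer-only wells served as negative control.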
JMJD2A Tudor inh – inhibitors of human JMJD2A Tudor domain; O75164; AlphaScreen JMJD2A-Tudor / H3K4me3 peptide binding; Potency, µM (titrated, usually from 114 µM), without a hit: at the highest dose activity change, negative = inhibition, most hits filed as inhibitors; 390,000 tested, 4.4% active; AID 504339; also: % is scaled to controls: 0 for no effect and ±100 for the full control effect; nearly all actives have a fitted effect of over 50% in size
Pol eta inh – inhibitors of human DNA polymerase eta; Q9Y253; recombinant Pol eta, fluorescent DNA replication assay; Potency, µM (doses to about 114 µM), inactives show at the top dose activity change, negative = inhibition, actives largely listed as inhibitors; 390,000 tested, 1.2% active; also: % is scaled to controls: 0 for no effect and ±100 for the full control effect
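Fluorescent replication assay: 50 nM final substrate added after a 15 min room-temperature compound preincubation with 10 nM enzyme. Signal taken at 0 min and again at 10 min.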
BAZ2B inh – BAZ2B (human) inhibition; Q9UIF8; AlphaScreen BAZ2B-H3K14Ac peptide displacement; Potency, µM (doses to about 114 µM), for inactives: at the top dose activity change, negative = inhibition, usual class: inhibitors; 360,000 tested, 4.4% active; AID 504333; also: % is scaled to controls: 0 for no effect and ±100 for the full control effect; nearly all actives have a fitted effect of over 60% in size
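Compounds, titrated to a top concentration of 110 uM, were incubated 30 min at room temperature with preformed BAZ2B/acetyl-K14 H3 peptide complex (50 nM each). Proximity signal was measured by AlphaScreen after 20 min with beads.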
Active calls of the source: *; ? = inconclusive; . = not tested or not shown; [ ] = another dose, or the depositor's remark. Calls follow the shape of the dose curve; as a rule, active = well fitted curve in the direction sought with a large enough effect; inconclusive = small, poorly fitted or top-dose-only effect, or another doubt; inactive = no such curve, though single readings can be large; an effect the other way counts as inactive or inconclusive. Potency is read from the fitted curve at half-maximal effect. This is a subset; count on the stated rates, not on these rows.

SMILES	APE1 inh	BLM helicase inh	Pol iota inh	G9a inh	Pol beta inh	Pol kappa inh	JMJD2A Tudor inh	Pol eta inh	BAZ2B inh
NNC(=O)c1ccc(Cn2cc(Br)cn2)o1	-4%	0%	12%	4%	16%	4%	-18%	-8%	-6%
O=C(CSc1nnc(COc2cccc3cccnc23)o1)N1CCCC1	1%	3%	146%[activator]	.	20%	-9%	-1%	-12%	-9%
O=C(Nc1ccc(N2CCOCC2)cc1)c1ccc(S(=O)(=O)NCc2ccco2)cc1	4%	-6%	44%[activator]	57%[activator][59 µM]	2%	5%	-1%	-4%	27%
FC(F)(F)c1cc(C(F)(F)F)n2nc(-c3sccc3-n3cccc3)cc2n1	16%	-4%	-13%	.	33%	-1%	-13%	-17%	-9%
FC(F)(F)c1ccc(-c2cccc3c2C2CC3CCN2Cc2ccccc2)cc1 (configuration not stated)	.	.	2%	.	.	-17%	-1%	-11%	.
COCCN1C=C(C(=O)OC)C(c2ccccc2C(F)(F)F)C(C(=O)OC)=C1	-3%	-4%	54%[activator]	15%[59 µM]	20%	-13%	11%	-12%	15%
COc1ccc(Cl)cc1NC(=O)CN1C(=O)COc2ccc(S(=O)(=O)NC3CCCC3)cc21	.	-4%	0%	-1%[59 µM]	-11%	-6%	-10%	-19%	4%
COCCc1nc2ccc(C(=O)N(C)Cc3cccc(-n4cccn4)c3)cc2o1	?	-3%	12%	-11%[0.501 µM]	-23%	-20%	-12%	-4%	-2%
Clc1cccc(-c2nnc(SCc3nc4ccccc4[nH]3)n2Cc2ccco2)c1	4%	-3%	10%	40µM*	6%	-5%	?	-1%	?
Cc1c(C(=O)Nc2ccccc2Cl)oc2ccc(S(=O)(=O)N3CCC4(CC3)OCCO4)cc12	-1%	-8%	15%	?	-2%	6%	6%	-5%	0%
Cc1cccc(-c2noc(CN(C(C)C)S(=O)(=O)c3ccc(F)cc3)n2)c1	-1%	-10%	11%	2%[12.7 µM]	-29%	-9%	15%	-9%	26%
COC(=O)C1(C(O)C(=O)c2ccc(C)cc2C)CCCCC1 (configuration not stated)	-1%	-2%	0%	16%[59 µM]	-24%	-19%	-8%[57.1 µM]	-4%	7%
NC(=O)c1ccc(NCC2COc3ccccc3O2)c([N+](=O)[O-])c1 (configuration not stated)	-1%	-6%	-24%	-15%	6%	-4%	-14%	-13%	?
CCNc1nc(NCC)n2c(SCc3nc4ccccc4c(=O)[nH]3)nnc2n1	0%	2%	2%	2%[12.7 µM]	0%	1%	-7%	3%	-4%
Cc1cc(C)cc(Oc2ncnc3c2ncn3Cc2c(Cl)cccc2Cl)c1	-6%	-9%	5%	-10%[12.7 µM]	6%	-17%	1%	-14%	8%
Brc1ccc(-c2cn3cc(Cc4ccccc4)sc3n2)cc1	.	-1%	11%	6%[59 µM]	-5%	-6%	-14%	-15%	2%[57.1 µM]
COc1ccc(C2=NOC(Cn3nc(C(=O)NCc4cccc(Br)c4)cc3-c3ccccc3)C2)cc1 (configuration not stated)	-1%	.	20%	.	.	1%	-13%	-16%	.
O=C(Nc1cccnc1Oc1ccc(Cl)cc1)c1cccc2ccccc12	-7%	-9%	43%[activator]	42%	8%	-3%	-1%	-11%	1%
CCNC(=S)N1CCN(S(=O)(=O)/C=C/c2ccccc2)CC1	-9%	-2%	-21%	18%	11%	-1%	-8%	-12%	2%
Cc1ccc(C)c(N2CCN(C(=O)C3CCN(c4nc5ccc(C)cc5[nH]4)CC3)CC2)c1	.	-2%	5%	3%[59 µM]	-1%	-7%[60.1 µM]	?	-1%	-28%
c1ccc(-n2nnnc2-c2cccc3ccccc23)cc1	.	.	-2%	.	.	-26%	20%	-16%	.
Cc1ccc(-n2c(C)cc(C(=O)COc3cccnc3[N+](=O)[O-])c2C)cc1	-6%	-3%	142%[activator]	?	-15%	-8%	?	-13%	?
O=C(Oc1ccccc1[N+](=O)[O-])c1cccnc1	-1%	-4%	?	.	21%	?	-8%	-2%	-3%
C/C(=C\C(=O)c1ccc(Cl)s1)N(C)C	-2%	-6%	?	40%[activator][12.7 µM]	-1%	5%	-13%	-28%	-29%
Nc1cc(N)cc(-c2nc3ccccc3o2)c1	.	.	24%	.	.	2%	?	-20%	.
O=C(CNc1cccc(Cl)c1)NNC(=S)NCc1ccccc1	2%	-2%	79%[activator]	?	0%	-4%	-33%	-1%	-22%
O=C(c1cc2sccc2n1Cc1ccc(F)cc1)N1CCCc2ccccc21	9%	-13%	1%	1%[59 µM]	-7%	0%	-4%	-17%	-5%
N#C/C(=N\Nc1cccc(C(F)(F)F)c1)C(=O)c1csc(-c2cccnc2)n1	-2%	-7%	-5%	?	1%	6%	?	?	28µM*
CNC(=S)N(CCN(C)C)Cc1cc2cc3c(cc2[nH]c1=O)OCO3	33%	9%	12%	0%	32%	6%	-5%	-2%	-4%
FC(F)(F)c1cccc(Nc2nc3nonc3nc2Nc2ccc(Cl)cc2)c1	.	-17%	?	-31%[59 µM]	?	-21%	?	.	?
CCn1cc(CCCC(=O)NCc2ccccc2OC)c2ccccc21	-14%	-5%	8%	8%	33%	-1%	?	-18%	?
COc1ccccc1N(Cc1cc(=O)[nH]c2ccccc12)C(=O)c1ccccc1	3%	-1%	?	14%[12.7 µM]	27%	-8%	-16%	-6%	-10%
CCOc1ccc2c(c1)C(C)=CC(C)(C)N2S(=O)(=O)c1ccc(NC(C)=O)cc1	-6%	-12%	5%	.	12%	-1%	-24%	-21%	?
CC1(C)CC(=O)C=C(c2ccc(Cl)c(C(F)(F)F)c2)C1	24%	.	-7%	-9%[0.501 µM]	.	8%	16%	-19%	14%
COc1cc(C(=O)Nc2ccccc2C2COC(=O)C2=N)cc(OC)c1OC (configuration not stated)	6%	1%	35%[activator]	18%[59 µM]	5%	-8%	-3%	1%	4%
Cn1c(Cn2cnc([N+](=O)[O-])n2)nnc1SCC(=O)Nc1ccccc1	-2%	2%	195%[activator]	-7%	-19%	1%	-3%	-4%	-5%
COc1ccc(NC(=O)CCS(=O)(=O)c2ccc3c(c2)n(C)c(=O)c(=O)n3C)cc1Cl	.	-1%	-3%	2%[59 µM]	6%	9%	-2%	.	-2%
Cc1cccc(NC(=O)CSc2nnc(-c3ccco3)c(-c3ccco3)n2)c1	?	?	?	8.9µM*	25µM*	79µM*	40µM*	40µM*	50µM*
CCOc1ccc2[nH]cc(S(=O)(=O)c3ccc(F)cc3)c(=O)c2c1	-2%	0%	37%	12%	12%	5%	-6%	-20%	9%
OCCSc1ncnc2c1oc1ccccc12	-8%	1%	-6%	-21%[59 µM]	53%	4%	-1%	-10%	-5%

Part of the list above, with values under each structure:
Fields: APE1 inh | BLM helicase inh | Pol iota inh | G9a inh | Pol beta inh | Pol kappa inh | JMJD2A Tudor inh | Pol eta inh | BAZ2B inh
- CCn1cc(CCCC(=O)NCc2ccccc2OC)c2ccccc21
  -14% | -5% | 8% | 8% | 33% | -1% | ? | -18% | ?
- COc1ccccc1N(Cc1cc(=O)[nH]c2ccccc12)C(=O)c1ccccc1
  3% | -1% | ? | 14%[12.7 µM] | 27% | -8% | -16% | -6% | -10%
- CCOc1ccc2c(c1)C(C)=CC(C)(C)N2S(=O)(=O)c1ccc(NC(C)=O)cc1
  -6% | -12% | 5% | . | 12% | -1% | -24% | -21% | ?
- CC1(C)CC(=O)C=C(c2ccc(Cl)c(C(F)(F)F)c2)C1
  24% | . | -7% | -9%[0.501 µM] | . | 8% | 16% | -19% | 14%
- COc1cc(C(=O)Nc2ccccc2C2COC(=O)C2=N)cc(OC)c1OC (configuration not stated)
  6% | 1% | 35%[activator] | 18%[59 µM] | 5% | -8% | -3% | 1% | 4%
- Cn1c(Cn2cnc([N+](=O)[O-])n2)nnc1SCC(=O)Nc1ccccc1
  -2% | 2% | 195%[activator] | -7% | -19% | 1% | -3% | -4% | -5%
- COc1ccc(NC(=O)CCS(=O)(=O)c2ccc3c(c2)n(C)c(=O)c(=O)n3C)cc1Cl
  . | -1% | -3% | 2%[59 µM] | 6% | 9% | -2% | . | -2%
- Cc1cccc(NC(=O)CSc2nnc(-c3ccco3)c(-c3ccco3)n2)c1
  ? | ? | ? | 8.9µM* | 25µM* | 79µM* | 40µM* | 40µM* | 50µM*
- CCOc1ccc2[nH]cc(S(=O)(=O)c3ccc(F)cc3)c(=O)c2c1
  -2% | 0% | 37% | 12% | 12% | 5% | -6% | -20% | 9%
- OCCSc1ncnc2c1oc1ccccc12
  -8% | 1% | -6% | -21%[59 µM] | 53% | 4% | -1% | -10% | -5%

Additional records
SMILES	APE1 inh	BLM helicase inh	Pol iota inh	G9a inh	Pol beta inh	Pol kappa inh	JMJD2A Tudor inh	Pol eta inh	BAZ2B inh
Cc1ccc(S(=O)(=O)N2CCOCC2)cc1C(=O)N(Cc1nnc(-c2ccccc2Cl)o1)C1CC1	3%	-2%	26%	22%	20%	-5%	-27%	-20%	?
CC1=NN(C(C#N)c2cccc([N+](=O)[O-])c2)C(C)(C)C1 (configuration not stated)	-4%	1%	15%	-2%[59 µM]	9%	-9%	-10%	-8%	-8%
Cc1cc2occ(CC(=O)NC3CCCc4ccccc43)c2cc1C (configuration not stated)	34%[activator]	-1%	-25%	10%[59 µM]	10%	-12%	-5%	-1%	-5%
CCOC(=O)c1cc(-c2ccc(C)cc2)n(CCC(=O)NCCN(C)C)c1C	-7%	0%	5%	?	14%	0%	?	-13%	50µM*
O=C(c1ccccc1NS(=O)(=O)c1ccc(F)cc1)N1CCCC1	2%	-1%	22%	-5%	15%	-6%	-3%	-9%	9%

High-throughput results deposited in PubChem BioAssay by National Center for Advancing Translational Sciences (NCATS).
